# SV40 large T antigen = TAg ATPase/helicase activity blockers – biochemical (AID 1903) | SV40 large T antigen ATPase/helicase inhibition assay; higher % means a stronger effect | inhibition, % at 20 µM, or IC50 in µM where a hit was titrated | 310,000 tested, 0.39% active; in the data active = a potency from the dose series; inconclusive = inhibition mostly from about 32% at the one dose, without a potency; inactive = the rest, 99 in 100 with inhibition below about 32%; also: strong numbers were not always called active
# UTI89 phage lysis = inhibition of K1F phage lysis, E. coli UTI89, bacterial capsule biogenesis inhibitors, alamar blue (AID 488966) | E. coli UTI89 K1F phage lysis, alamar blue, 2 h; higher % means a stronger effect | inhibition, % at 100 µM, or IC50 in µM where a hit was titrated | 340,000 tested, 0.02% active;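 active = phage lysis inhibition, versus mean bacterial control, above a set limit; inconclusive = no clear call, values can overlap the other calls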;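 also: capsule biogenesis inhibitors block K1F phage lysis so surviving cells raise fluorescence; higher fluorescence means more inhibition of phage lysis; actives were called in the ten point dose series up to 300 µM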
# NTR1 agonist = agonists of NTR1, primary screen, imaging, U2OS cells, beta-arrestin-GFP, high content (AID 493036); P30989; NTR1-U2OS beta-arrestin-GFP spot imaging, agonist mode; activation, % at 20 µM; 330,000 tested, 0.17% active;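 active = activation at or above 40% of the spot to cytoplasm intensity ratio, with at least 20 cells analyzed; inconclusive = wells under 20 cells, flagged as cytotoxic or low count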;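 also: 0% = DMSO without peptide and 100% = 100 nM NTR1 peptide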
# Target sequence (P30989 whole entry, looked up): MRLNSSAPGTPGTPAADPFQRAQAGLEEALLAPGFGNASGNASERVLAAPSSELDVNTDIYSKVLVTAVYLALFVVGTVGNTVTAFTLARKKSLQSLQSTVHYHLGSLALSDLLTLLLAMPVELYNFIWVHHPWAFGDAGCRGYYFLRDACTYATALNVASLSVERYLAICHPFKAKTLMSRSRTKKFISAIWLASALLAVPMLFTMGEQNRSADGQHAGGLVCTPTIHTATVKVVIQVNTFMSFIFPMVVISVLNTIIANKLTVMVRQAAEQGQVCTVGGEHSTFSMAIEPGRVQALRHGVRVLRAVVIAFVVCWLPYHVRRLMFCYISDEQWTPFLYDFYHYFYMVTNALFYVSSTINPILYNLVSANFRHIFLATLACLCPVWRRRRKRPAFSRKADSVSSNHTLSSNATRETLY
# West Nile antiviral = West Nile virus antiviral activity, cell-based, CPE readout (AID 1621); West Nile virus-infected cells, CPE inhibition; higher % means a stronger effect; CPE inhibition, % at 10 µM, or IC50 in µM where a hit was titrated; 290,000 tested, 0.02% active; in the data active = a potency from the dose series; inconclusive = CPE inhibition mostly from about 3.7% at the one dose, without a potency; inactive = the rest, 99 in 100 with CPE inhibition below about 2.2%; also: strong numbers were not always called active
# PhoP inhibition = PhoP-dependent GFP reporter repression – Salmonella Typhimurium, primary screen (AID 1863) | S. Typhimurium PhoP-regulated promoter GFP reporter, 4 h; higher % means a stronger effect | one-dose inhibition, % at 50 µM; IC50 in µM for titrated hits | 300,000 tested, 0.16% active;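 active = inhibition over 29.93%, a cutoff 3 SD above the screen mean, later confirmed by dose response; inconclusive = inhibition over 29.93% but no dose response follow-up; inactive = inhibition at most 29.93% or unconfirmed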;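 also: 0% = low Mg2+ inducing control and 100% = high Mg2+ repressing control; strong numbers were not always called active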
# RSV CPE inhibition = inhibition of RSV-induced cytopathic effect – HEp-2 cells, primary 10 µM value included (AID 2391); 310,000 tested, 0.13% active; HEp-2 cells, RSV-induced CPE inhibition; higher % means a stronger effect; CPE inhibition, % at 10 µM, or IC50 in µM where a hit was titrated; in the data active = a potency from the dose series; inconclusive = CPE inhibition mostly from about 23% at the one dose, without a potency; inactive = the rest, 99 in 100 with CPE inhibition below about 21%; also: strong numbers were not always called active
# Rac1 GTP hydrolysis = MgcRacGAP GTPase-activating activity inhibitors, confirmation, biochemical, ADP Hunter fluorescence; inhibition, % at 30 µM, or IC50 in µM where a hit was titrated; MgcRacGAP-stimulated Rac1 GTP hydrolysis, ADP Hunter fluorescence; higher % means a stronger effect; GST-tagged Rac1 F28L mutant substrate; 340,000 tested, 0.6% active;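 active = first-screen hits whose inhibition reached a set limit at any dose in the follow-up dose series; inconclusive = inhibition above the set first-screen limit but never retested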;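 also: fluorescence reports GDP produced by GAP-driven GTP hydrolysis; strong numbers were not always called active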
# T cell modulator = T cell immune modulators affecting CD8 T cell-vesicle binding; 2C CD8+ T cell-vesicle binding, flow cytometry; active compounds read low; calls only at 7 µM; 330,000 tested, 0.068% active; AID 2052;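 active = response, share of CD8 T cells binding vesicles, and their 90th percentile fluorescence all below set limits, cut at about 80% in these data, passing the limit was not always enough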
#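 System: murine 2C transgenic CD8+ T lymphocytes; also added: QL9-loaded Drosophila micro-vesicles; times: binding 1.5 h at 37 °C; measured by: flow cytometry, PE anti-B7-1 (FL2) versus Alexa647 anti-CD8 (FL8), PFA-fixed; control set: Peptide-free naked vesicles (low) and QL9 vesicles with 0.7% DMSO vehicle (high)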
# Dengue-2 NS5 capping = Dengue-2 NS5 methyltransferase inhibitors, primary screen, biochemical, confirmation dose response (AID 588689). Dengue-2 NS5 methyltransferase capping enzyme assay, biochemical; higher % means a stronger effect. one-dose inhibition, % at 25 µM; IC50 in µM for titrated hits. 340,000 tested, 0.3% active; in the data active = a potency from the dose series; inconclusive = inhibition above about 29% without an active follow-up result
# T cell modulator vesicle-bound % = second read-out of T cell modulator, no call of its own (marks repeat the call); double positive events, %; measured here: CD8+ vesicle-bound cell fraction;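 binding gate set so that unloaded-vesicle control wells show 10% double positive cells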
# NTR1 agonist cell count 20 µM = further read-out of NTR1 agonist, marked with its call; cell count; measured here: cell count, cytotoxicity flag
# Dengue-2 NS5 capping pilot replicate = recorded beside Dengue-2 NS5 capping, whose call it bears; inhibition, %; measured here: pilot screen replicate inhibition
# * = called active by the depositor; i = inactive; ? = inconclusive; . = no result given; [ ] = remark or other dose. Compounds as they come. About 1.5% of those tested had a hit in this group.
SMILES,SV40 large T antigen,UTI89 phage lysis,NTR1 agonist,NTR1 agonist cell count 20 µM,West Nile antiviral,PhoP inhibition,RSV CPE inhibition,Rac1 GTP hydrolysis,T cell modulator,T cell modulator vesicle-bound %,Dengue-2 NS5 capping,others
CCN(CC)CCNS(=O)(=O)c1ccc(C(=O)NN)cc1,6%,0.6%,-0.5,64,0.0%,8%,-0.3%,-2%,i,36,-10%,
CCN1CCc2c(OCC(=O)Nc3ccccc3)cccc2C1=O,20%,-0.1%,-0.6,68,0.3%,-6%,1.2%,5%,i,15,-1%,
CC(C)NC(=O)CCNS(=O)(=O)c1ccc(Br)cc1,5%,-0.9%,0.4,82,0.2%,13%,0.0%,4%,i,38,-1%,
CNC(=O)CSCc1c(F)cccc1Cl,-5%,0.2%,-0.3,81,0.0%,-1%,0.6%,11%,i,44,-5%,
Cc1ccc(S(=O)(=O)Nc2c(O)c3ccccc3oc2=O)cc1C,1%,0.1%,-0.7,38,0.5%,8%,-0.2%,5%,i,20,8%,
COc1cccc(NC(=O)CN(C)C(=O)CCNC(=O)c2ccc(Br)cc2)c1,7%,1.1%[50 µM],-0.5,64,.,-1%,-0.6%,7%,i,31,0%,
Cc1csc(NC(=O)CCCC(=O)O)c1-c1nc2ccccc2s1,11%,-0.1%,1.8,41,0.0%,-7%,.,13%,i,27,18%,
Cc1ccc(S(=O)(=O)Nc2ccccc2C(=O)N2CCCCCC2)cc1,10%,0.3%,1.4,45,-1.4%,2%,2.7%,5%,i,56,-5%,
CCc1c(O)nc(SCC(=O)Nc2nc3ccccc3s2)n(C2CCCCC2)c1=O,11%,-0.7%,0.9,44,0.1%,-8%,15%,10%,i,23,0%,
COc1ccc(NC(=O)COC(=O)c2ccccc2SCC(=O)N2CCCC2)cc1,15%,0.7%[50 µM],0.1,45,.,12%,1.7%,2%,i,48,-8%,
N#CC1(NC(=O)COc2cccnc2[N+](=O)[O-])CCCCC1,.,-0.1%[50 µM],-0.9,87,.,.,0.7%,0%,i,26,-10%,
CC(C)CCN(Cc1ccco1)S(=O)(=O)c1ccc(-c2ccc(=O)[nH]n2)s1,8%,-0.2%,4.9,47,-1.5%,-7%,5.7%,2%,i,3,3%,
O=C(NC(=O)c1ccccc1O)c1ccc2c(c1)CCO2,0%,2.4%,1.1,47,-0.2%,-7%,0.4%,13%,i,17,2%,
CC(n1cnnn1)C12CC3CC(CC(C3)C1)C2 (centres undefined),-4%,0.2%,0.8,54,0.1%,14%,-0.9%,5%,i,52,-13%,
Cc1ccc(C(=O)N2N=C(CC(C)C)CC2(O)C(F)(F)F)o1 (centres undefined),3%,0.5%,1.2,42,0.7%,-11%,-0.6%,2%,i,43,.,
C=CC[C@H](CC(=O)NCCO)C(=O)N[C@H](COC(=O)[C@@H](CC=C)Cc1ccc(F)cc1)Cc1ccccc1,.,0.2%,6.3,49,.,.,.,5%,i,12,-10%,
c1ccc(COc2ccc(OCCn3cncn3)cc2)cc1,10%,-1.4%,0.9,49,-1.2%,0%,1.5%,-1%,i,0,-9%,
Cc1c(O)ccc(C(=O)CN2CCN(Cc3ccccc3)CC2)c1O,8%,1.1%,0.0,52,-0.1%,-8%,1.5%,12%,i,27,-4%,
Cc1c(C(=O)N2CC(C(=O)N3CCCCC3)Oc3ccccc32)oc2ccccc12 (centres undefined),.,0.6%[50 µM],0.0,52,.,.,.,12%,.,.,2%,
CCOc1ccc(CNC(=O)Cn2nc(C)n3nc(-c4ccccc4)cc3c2=O)cc1,2%,0.5%,1.3,49,?,2%,0.4%,9%,i,9,8%,
COc1ccc(S(=O)(=O)N(C)C[C@H]2Oc3ccc(NC(=O)Cn4cnnn4)cc3C(=O)N([C@H](C)CO)C[C@@H]2C)cc1,.,0.0%,1.0,66,.,.,.,1%,i,6,0%,Dengue-2 NS5 capping pilot replicate=-2.1
CC1=CC(c2ccc(Cl)cc2)n2nc(NC(=O)c3ccccc3)nc2N1 (centres undefined),13%,1.0%,1.3,50,0.6%,-16%,0.4%,7%,i,31,-2%,
O=C(N/N=C/c1ccc(F)cc1)c1ccncc1,1%,0.7%,0.7,44,-0.6%,-1%,2.7%,8%,i,41,-2%,
COc1ccc(OCC(=O)NC2CCCc3ccccc32)cc1 (centres undefined),6%,-0.4%,-0.8,45,-0.9%,-1%,4.4%,-4%,i,23,17%,
CCOCCCNC(=O)C(NC(=O)CNC(=O)c1ccccc1)c1ccccc1 (centres undefined),1%,1.4%,-0.8,68,-0.2%,-1%,2.0%,3%,i,26,-5%,
O=C(Cn1cnc2ccccc2c1=O)N1CCc2ccccc2C1,9%,0.3%,2.5,56,-0.6%,-8%,2.8%,6%,i,27,-9%,
CCC1(C)Cc2ccccc2C(=S)N1 (centres undefined),7%,0.2%,2.8,94,0.1%,1%,0.8%,10%,i,64,2%,
Cc1ccc(CN2C(=O)C(C)Oc3ccccc32)cc1 (centres undefined),17%,0.6%,0.7,34,-0.2%,3%,1.8%,8%,i,23,-6%,
O=C(OCC(=O)N1CCCCC1)c1cc(S(=O)(=O)N2CCOCC2)c(Cl)cc1Cl,.,0.2%,7.5,60,.,.,.,2%,i,49,7%,
O=C(NCc1cccc(Br)c1)C1CC(c2cc(C(F)(F)F)cc(C(F)(F)F)c2)=NO1 (centres undefined),-4%,0.9%,2.3,89,-0.5%,.,-1.8%,6%,i,14,5%,
Cc1ccc(N(CC(=O)N2CCOCC2)S(C)(=O)=O)cc1,21%,-0.2%,-0.7,39,0.0%,3%,-0.4%,9%,i,67,0%,
Cc1ccc2nc(C)cc(C(=O)NC3CCCCCC3)c2c1,.,0.0%[50 µM],-0.1,65,.,.,.,-5%,i,40,-11%,
COc1ccc(S(=O)(=O)Cc2ccc(C(=O)NCc3cccs3)o2)cc1,10%,5.6%,-0.9,49,0.9%,6%,0.8%,8%,i,65,-3%,
COc1ccc(-c2cc(=O)oc3c(C)c(OCC(=O)N[C@@H](Cc4ccc(O)cc4)C(=O)O)ccc23)cc1,15%,3.1%,-0.5,89,0.3%,-5%,2.4%,1%,i,44,-1%,
CCNS(=O)(=O)c1ccc(NC(=O)Nc2cccc(C(F)(F)F)c2)cc1,-3%,2.5%,21,56,2.0%,-4%,2.0%,15%,i,40,-22%,
CCCCOC(=O)Nc1nc2ccc([N+](=O)[O-])cc2s1,5%,.,0.9,43,-0.4%,0%,-1.1%,.,i,62,.,
Cc1cc(C)c(C(=O)CSc2nnc(N)s2)cc1C,5%,0.5%,2.5,57,-0.5%,-11%,0.8%,-11%,i,16,-5%,
O=C(Nc1ccccc1N1CCCC1)c1cc2ccccc2o1,8%,-1.0%,-1.9,98,.,6%,15%,1%,i,32,23%,Dengue-2 NS5 capping pilot replicate=5.2
COc1ccc(S(=O)(=O)N2CCCCC2)cc1C(=O)N1CCCCCC1,10%,-0.1%[50 µM],-0.2,58,-0.8%,-7%,1.1%,4%,i,27,1%,
O=C(NCC(=O)N(c1cccnc1)C(C(=O)NCc1ccco1)c1ccccc1)c1ccco1 (centres undefined),-7%,0.0%,0.4,88,0.4%,32%,1.6%,3%,i,36,-9%,
CCCCN(CCCC)S(=O)(=O)c1ccc2[nH]c(=O)[nH]c2c1,4%,6.0%,1.3,64,0.0%,4%,0.1%,10%,i,39,-6%,
COc1cccc(C(=O)N2CCN(C(=O)c3ccc(-c4ccccc4)cc3)CC2)c1OC,21%,-4.9%,-0.6,40,-1.4%,-13%,9.8%,5%,i,32,-4%,
NC(=O)COc1ccc(=O)n(-c2ccccc2)n1,-1%,-1.1%,-1.3,44,-0.2%,-6%,1.9%,-1%,i,40,1%,
Cc1ccccc1C(=O)N1CCCC(CCC(=O)N2CCN(c3ccccn3)CC2)C1 (centres undefined),11%,3.9%,1.0,63,-0.1%,-8%,12%,5%,i,18,3%,
CCc1ccc(CNC(=O)C2CCCN(c3nn4c(=O)cc(C)nc4s3)C2)cc1 (centres undefined),2%,0.0%,2.9,50,-0.7%,.,1.9%,18%,i,37,-1%,
CC1=[N+](CC(=O)NC(C)(C)C)CCc2ccccc21,5%,2.8%[50 µM],0.9,47,-0.1%,6%,1.5%,7%,i,57,-5%,
Cc1onc(-c2ccccc2)c1C(=O)Nc1nnc(COc2ccc(Cl)cc2)s1,-2%,1.6%,5.1,67,.,3%,?,11%,i,58,-20%,
O=C(c1cc(-c2cccs2)on1)N1CCOCC1,18%,2.2%,-0.3,74,0.7%,-1%,.,9%,i,34,4%,

# Retrieved by structure from the list above, 2 records:
SMILES,SV40 large T antigen,UTI89 phage lysis,NTR1 agonist,NTR1 agonist cell count 20 µM,West Nile antiviral,PhoP inhibition,RSV CPE inhibition,Rac1 GTP hydrolysis,T cell modulator,T cell modulator vesicle-bound %,Dengue-2 NS5 capping,others
Cc1ccc(N(CC(=O)N2CCOCC2)S(C)(=O)=O)cc1,21%,-0.2%,-0.7,39,0.0%,3%,-0.4%,9%,i,67,0%,
CCN1CCc2c(OCC(=O)Nc3ccccc3)cccc2C1=O,20%,-0.1%,-0.6,68,0.3%,-6%,1.2%,5%,i,15,-1%,

# Later entries
SMILES,SV40 large T antigen,UTI89 phage lysis,NTR1 agonist,NTR1 agonist cell count 20 µM,West Nile antiviral,PhoP inhibition,RSV CPE inhibition,Rac1 GTP hydrolysis,T cell modulator,T cell modulator vesicle-bound %,Dengue-2 NS5 capping,others
O=C(NC1CCCCC1)C1CCN(S(=O)(=O)c2cccc3nsnc23)CC1,11%,1.4%,4.6,59,-0.2%,-3%,0.8%,-1%,i,41,-1%,
CCOc1cc(C(c2c(C)[nH][nH]c2=O)c2c(C)[nH][nH]c2=O)ccc1OCc1ccc([N+](=O)[O-])cc1,-6%,-0.5%,24,70,0.7%,2%,6.7%,0%,i,41,14%,Dengue-2 NS5 capping pilot replicate=-1.2
COc1cc(OC)c(NC(=O)CN(C)S(=O)(=O)c2ccc3[nH]c(=O)oc3c2)cc1Cl,8%,0.8%,0.5,61,-0.2%,1%,.,0%,i,32,2%,
CCOC(=O)CC1CCCCN1C(=O)c1ccc2nc(CCOC)oc2c1 (centres undefined),8%,0.1%,-0.8,46,-0.2%,0%,4.0%,-6%,i,63,-13%,

# Bioassay records: PubChem, several laboratories
